# Screens as filed in PubChem.
# Mcl-1 Bim block – inhibitors of Bim peptide binding to Mcl-1, primary screen, biochemical, bead-based flow cytometry, multiplex; Induced myeloid leukemia cell differentiation protein Mcl-1 (Homo sapiens), Q07820; Bim peptide-Mcl-1 binding; inhibition, % at 10 µM; 0.1% of 190,000 active; AID 1009, 2008;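 also: 0% = no compound tracer wells and 100% = peptide blocker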
# Target sequence (Q07820 whole entry, looked up): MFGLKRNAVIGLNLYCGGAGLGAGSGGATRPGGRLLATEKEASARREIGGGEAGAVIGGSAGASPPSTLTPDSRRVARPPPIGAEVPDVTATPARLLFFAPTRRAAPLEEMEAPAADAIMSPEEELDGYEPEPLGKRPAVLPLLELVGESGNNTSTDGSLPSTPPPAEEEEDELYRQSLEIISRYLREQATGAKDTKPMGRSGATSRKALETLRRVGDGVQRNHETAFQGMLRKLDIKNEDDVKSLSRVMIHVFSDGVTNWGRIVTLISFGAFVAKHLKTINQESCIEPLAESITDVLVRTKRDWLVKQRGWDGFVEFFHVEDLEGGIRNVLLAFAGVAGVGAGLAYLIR
# RGS8-Gao – RGS8-Galphao binding modulators, primary screen, biochemical, multiplexed bead flow cytometry; Guanine nucleotide-binding protein G(o) subunit alpha (Homo sapiens), P09471; actives lie on both sides; response (percent of control binding), % at 10 µM; 0.34% of 220,000 active; AID 1423, 2008; in the data active = response below about 60% or above about 140%; inactive = in between;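 also: Galphao activated as the GDP aluminium fluoride complex binding bead-coupled RGS8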
# Target sequence (P09471 whole entry, looked up): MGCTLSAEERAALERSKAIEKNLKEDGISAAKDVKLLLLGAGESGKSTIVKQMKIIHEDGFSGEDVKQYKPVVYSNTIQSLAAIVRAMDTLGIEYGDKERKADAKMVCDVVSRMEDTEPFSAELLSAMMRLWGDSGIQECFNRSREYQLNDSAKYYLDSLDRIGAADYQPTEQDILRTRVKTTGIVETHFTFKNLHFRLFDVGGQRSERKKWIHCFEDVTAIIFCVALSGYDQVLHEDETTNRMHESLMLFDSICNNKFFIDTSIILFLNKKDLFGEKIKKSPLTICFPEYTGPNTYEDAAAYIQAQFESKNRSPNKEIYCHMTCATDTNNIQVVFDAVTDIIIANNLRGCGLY
# Bcl-2 Bim block – inhibitors of Bim-Bcl-2 binding, primary screen, biochemical, multiplexed, human Bcl-2 family. Bead-based flow cytometry, Bim peptide-Bcl-2 binding. inhibition, % at 10 µM. 0.06% of 190,000 active; in the data active = inhibition above about 40%; inconclusive = no clear call, values can overlap the other calls;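 also: 0% = no compound wells with probe peptide and 100% = reference peptide inhibitor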
# Bim-Bcl-B – inhibitors of Bim-Bcl-B binding, primary screen, biochemical, multiplexed, human Bcl-2 family; Bcl-2-like protein 10 (Homo sapiens), Q9HD36; bead-based flow cytometry, Bim peptide-Bcl-B binding; inhibition, % at 10 µM; 0.073% of 190,000 active;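 also: 0% = tracer peptide without compound and 100% = reference inhibitor peptide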
# Target sequence (Q9HD36 whole entry, looked up): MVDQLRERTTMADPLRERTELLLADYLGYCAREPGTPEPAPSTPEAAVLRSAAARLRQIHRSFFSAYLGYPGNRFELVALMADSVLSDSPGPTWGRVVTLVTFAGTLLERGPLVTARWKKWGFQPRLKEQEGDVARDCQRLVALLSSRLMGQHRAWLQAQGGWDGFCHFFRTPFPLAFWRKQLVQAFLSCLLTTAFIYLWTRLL
# Mcl1-Bid inh – Mcl-1/Bid binding inhibitors, primary screen, biochemical, TR-FRET, 1536-well | Induced myeloid leukemia cell differentiation protein Mcl-1 (Homo sapiens), Q07820 | TR-FRET Mcl-1/Bid-Dy647 peptide binding | inhibition, % at 21.7 µM | 0.97% of 220,000 active;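 active = compounds that cut the binding signal by more than half at the single screening dose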;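 also: His-tagged Mcl-1 with europium anti-His antibody binding Bid BH3 peptide; 0% = Mcl-1 plus peptide wells and 100% = peptide-only wells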
# RGS7-Gao reg – RGS7-Galphao binding modulators, primary screen, biochemical, multiplexed bead flow cytometry | actives lie on both sides | binding response (% of control), % at 10 µM | 0.35% of 220,000 active; in the data active = binding response below about 49% or above about 150%; inconclusive = no clear call, values can overlap the other calls; inactive = in between;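 also: fluorescent Galphao held in activated GDP-AlF4 state binding bead-coupled RGS7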
# Bim-Bcl-W – inhibitors of Bim binding to Bcl-W, primary screen, biochemical, multiplexed, bead-based flow cytometry. AID 952, 2007. 0.02% of 190,000 active. inhibition, % at 10 µM. Bim peptide-Bcl-W binding. Bcl-2-like protein 2 (Homo sapiens), Q92843;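 also: 0% = bound tracer without compound and 100% = peptide blocker; higher means less fluorescent Bim peptide bound to Bcl-W beads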
# Bfl-1 Bim block – inhibitors of Bim binding to Bfl-1, primary screen, biochemical, multiplexed, bead-based flow cytometry. Bcl-2-related protein A1 (Homo sapiens), Q16548. Bim-Bfl-1 binding inhibition. inhibition, % at 10 µM. 0.12% of 190,000 active. AID 1008, 2008;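 also: 0% = wells without compound plus tracer and 100% = blocker peptide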
# Bcl-XL Bim block – inhibitors of Bim-Bcl-XL binding, primary screen, biochemical, multiplexed, bead flow cytometry, human Bcl-XL. 0.04% of 190,000 active. Bim peptide-Bcl-XL binding, fluorescence. inhibition, % at 10 µM. AID 1007, 2008. Bcl-2-like protein 1 (Homo sapiens), Q07817
# RGS4-Gao reg – modulators of RGS4 binding to Galphao, primary screen, biochemical, multiplexed bead flow cytometry; Guanine nucleotide-binding protein G(o) subunit alpha (Homo sapiens), P09471; actives lie on both sides; binding response (% of control), % at 10 µM; 0.33% of 220,000 active; in the data active = binding response below about 49% or above about 150%; inactive = in between;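 also: fluorescent Galphao activated with aluminum fluoride binding bead-coupled RGS4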
# GSH bead fluor – compound fluorescence on glutathione beads, profiling panel, artefact control, biophysical, 488/530 nm, flow cytometry. GSH beads flow cytometry, compound fluorescence 488/530 nm; active compounds read high. fluorescence (KMESF) at 10 µM. 0.25% of 190,000 active. AID 1776, 2009; in the data active = fluorescence above about 89;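 also: glutathione beads carrying GST-tagged Bcl family fusion proteins plus one bare bead set; values are compound well signal with DMSO vehicle wells as background; inactives centre near 16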
# An asterisk follows results filed as active; u = inconclusive. Rule as the data show it, unless noted: active = inhibition above about 40%.
SMILES,Mcl-1 Bim block,RGS8-Gao,Bcl-2 Bim block,Bim-Bcl-B,Mcl1-Bid inh,RGS7-Gao reg,Bim-Bcl-W,Bfl-1 Bim block,Bcl-XL Bim block,RGS4-Gao reg,GSH bead fluor
CC1CCCCC1NC(=S)Nc1cccc(S(=O)(=O)N(C)C)c1 (stereo not drawn),2,98,-2,-3,-43,104,1,2,2,97,9
O=C1C(NS(=O)(=O)c2ccc(Cl)cc2)=C(N2CCCCC2)C(=O)c2ccccc21,-5,105,0,-3,-65,100,-5,3,-5,102,15
CCOC(=O)C(C)Sc1nc(=O)n2cc(C)ccc2n1 (stereo not drawn),0,97,-7,0,-26,94,0,-3,0,97,12
O=S(=O)(c1ccc2c(c1)OCCO2)N1CCC(O)(c2ccc(Cl)cc2)CC1,-4,105,-16,-11,5,103,-3,-16,-4,101,34
Cc1ccc2oc(NC(=O)N3CCOCC3)cc(=O)c2c1,-2,101,-1,0,-81,101,0,-1,0,98,9
CCOC(=O)N1CCN(c2cc(=O)n(-c3cccc(Br)c3)c(=O)[nH]2)CC1,0,98,0,-1,-28,96,1,-4,-1,99,23
CCN(CC)CCNC(=O)C1CCC(=O)N1CCc1ccccc1 (stereo not drawn),0,101,-10,-5,-6,96,1,-12,-2,102,15
CCC(=O)c1ccc(OCc2ccc(C(=O)OC)o2)c(OC)c1,-2,100,-2,2,3,97,0,-2,0,98,22
CCn1ncc(C2C(C(=O)Nc3ccc(C)cn3)=C(C)NC3=C2C(=O)CCC3)c1C (stereo not drawn),0,96,-13,-10,-53,97,-1,-4,-5,98,13
Cc1ccc(S(=O)(=O)N2CCCC2C(=O)Nc2nc3ccccc3s2)cc1 (stereo not drawn),2,100,-7,-9,-12,102,0,-9,-5,101,25
Cc1ccccc1Cn1nc(C)c(NC(=O)C2(C)CC2(Cl)Cl)c1C (stereo not drawn),-3,102,-2,-4,-14,100,-2,-2,-5,103,10
CCOc1ccc(OCC)c(NC(=O)C2CCCN(S(=O)(=O)c3c(C)n[nH]c3C)C2)c1 (stereo not drawn),0,101,-11,-6,-10,98,2,-10,-2,100,22
O=[N+]([O-])c1ccccc1CSc1nnc2ccccn12,-1,101,0,-6,2,105,0,-1,-2,102,17
Cc1nc(N2CCN(Cc3ccccc3)CC2)nc2c1C(=O)CC(c1ccco1)C2 (stereo not drawn),-6,97,-4,-4,-26,98,-4,0,-4,98,17
Cc1c(NC(=O)CSc2nc3ccccc3[nH]2)c(=O)n(-c2ccccc2)n1C,1,98,-2,-2,-47,98,-7,-3,-2,95,70
FC(F)(F)c1cccc(N2CCN(C(=S)NCC3CCCO3)CC2)c1 (stereo not drawn),1,101,-4,-7,-37,103,-2,-3,-3,100,13
CC(NC(=O)COC(=O)C1=COCCO1)C12CC3CC(CC(C3)C1)C2 (stereo not drawn),0,99,-2,-2,-23,u,1,-4,-1,98,15
CSC(=S)N/N=C(\C)c1ccc(Br)cc1,-1,100,-5,-9,-69,99,-2,0,-3,104,25
Cc1cc(C)cc(NC(=O)COC(=O)CN=C2NS(=O)(=O)c3ccccc32)c1,-6,102,-7,-6,-9,99,-3,-9,-5,97,24
O=C(COc1ccccc1)NC1CCN(Cc2ccccc2)CC1,1,105,-3,1,0,102,0,0,-1,105,12
Cc1[nH]n(-c2ccccc2)c(=O)c1N=Nc1nccs1,0,100,-8,-4,-9,98,0,-17,-2,102,26
Cc1ccc(C(=O)OC(C(=O)Nc2ccc(Cl)cc2C(F)(F)F)c2ccccc2)cc1 (stereo not drawn),-2,102,6,-2,-15,103,-3,9,-2,106,9
Cc1cccc(C)c1NC(=O)C(=O)NCCc1c[nH]c2ccccc12,-2,103,-2,-3,-57,99,0,-4,-1,106,6
COc1cccc(CNC(=O)c2ccc(S(=O)(=O)N3CCCC3)cc2)c1,1,102,-4,-6,-34,106,2,-6,0,102,16
CC1(C)Cc2c(sc3nc(-c4ccccc4)n(N)c(=O)c23)CO1,0,102,-2,-1,-22,101,1,-7,0,102,62
CC(C)C(=O)NC(NC(=S)Nc1cccc2cccnc12)C(Cl)(Cl)Cl (stereo not drawn),1,100,0,-2,-56,99,0,2,0,101,22
CCN(CCCNC(=O)CCNC(=O)Cn1ccc2ccccc2c1=O)c1ccccc1,1,102,-1,-5,-58,105,5,-8,3,101,8
CC1CC(C)CN(CCCNC(=O)C2CCC(=O)N2C2CCCC2)C1 (stereo not drawn),-2,105,-2,-3,-6,106,-2,-4,-3,101,27
O=C(Cc1ccc(Cl)cc1)N/N=C/c1ccncc1,-5,109,0,-6,-10,108,-7,-13,-3,104,18
Cc1[nH]c2ccccc2c1C(=O)CSc1nncn1C,-3,108,-3,-8,7,103,-4,-3,-6,104,12
COc1ccc(O)c(/C=N/NC(=S)Nc2cccnc2)c1,-3,99,-3,-12,-88,97,0,-2,-3,97,23
CCc1ccc(C(=O)COC(=O)c2cccc(N3C(=O)c4c(C)nc5ccccc5c4C3=O)c2)cc1,3,114,2,1,-9,111,2,2,-1,110,19
COCc1cc(C)nc(SCC[N+](C)(C)CC(=O)Nc2cccc(C)c2)c1C#N,-1,102,-5,-4,-10,100,-2,-8,-3,101,9
Cc1cc(C)n(-c2nc3c(c(=O)[nH]c(=O)n3C)n2CC(O)c2ccccc2)n1 (stereo not drawn),-2,101,-10,-10,-10,99,0,-15,-7,97,36
CC1=C(C(=O)Nc2ccccn2)C(c2ccc(N(C)C)cc2)n2ncnc2N1 (stereo not drawn),0,99,-2,2,-47,98,0,-1,2,100,21
CCCCOC(=O)c1ccc(NC(=O)C2CCCO2)cc1 (stereo not drawn),-3,98,-12,-8,-10,98,0,-13,-2,102,29

# Reformatted with the structure last: entries from further up
Mcl-1 Bim block | RGS8-Gao | Bcl-2 Bim block | Bim-Bcl-B | Mcl1-Bid inh | RGS7-Gao reg | Bim-Bcl-W | Bfl-1 Bim block | Bcl-XL Bim block | RGS4-Gao reg | GSH bead fluor | Compound
0 | 100 | -8 | -4 | -9 | 98 | 0 | -17 | -2 | 102 | 26 | Cc1[nH]n(-c2ccccc2)c(=O)c1N=Nc1nccs1
-2 | 102 | 6 | -2 | -15 | 103 | -3 | 9 | -2 | 106 | 9 | Cc1ccc(C(=O)OC(C(=O)Nc2ccc(Cl)cc2C(F)(F)F)c2ccccc2)cc1 (stereo not drawn)
-2 | 103 | -2 | -3 | -57 | 99 | 0 | -4 | -1 | 106 | 6 | Cc1cccc(C)c1NC(=O)C(=O)NCCc1c[nH]c2ccccc12
1 | 102 | -4 | -6 | -34 | 106 | 2 | -6 | 0 | 102 | 16 | COc1cccc(CNC(=O)c2ccc(S(=O)(=O)N3CCCC3)cc2)c1
0 | 102 | -2 | -1 | -22 | 101 | 1 | -7 | 0 | 102 | 62 | CC1(C)Cc2c(sc3nc(-c4ccccc4)n(N)c(=O)c23)CO1
1 | 100 | 0 | -2 | -56 | 99 | 0 | 2 | 0 | 101 | 22 | CC(C)C(=O)NC(NC(=S)Nc1cccc2cccnc12)C(Cl)(Cl)Cl (stereo not drawn)

# Some of these compounds in order of molar mass, rising.
SMILES,Mcl-1 Bim block,RGS8-Gao,Bcl-2 Bim block,Bim-Bcl-B,Mcl1-Bid inh,RGS7-Gao reg,Bim-Bcl-W,Bfl-1 Bim block,Bcl-XL Bim block,RGS4-Gao reg,GSH bead fluor
O=C(Cc1ccc(Cl)cc1)N/N=C/c1ccncc1,-5,109,0,-6,-10,108,-7,-13,-3,104,18
COCc1cc(C)nc(SCC[N+](C)(C)CC(=O)Nc2cccc(C)c2)c1C#N,-1,102,-5,-4,-10,100,-2,-8,-3,101,9
CC(C)C(=O)NC(NC(=S)Nc1cccc2cccnc12)C(Cl)(Cl)Cl (stereo not drawn),1,100,0,-2,-56,99,0,2,0,101,22

# More compounds:
SMILES,Mcl-1 Bim block,RGS8-Gao,Bcl-2 Bim block,Bim-Bcl-B,Mcl1-Bid inh,RGS7-Gao reg,Bim-Bcl-W,Bfl-1 Bim block,Bcl-XL Bim block,RGS4-Gao reg,GSH bead fluor
Cc1cccc2cc(/C=N/NC(=O)CN3CCOCC3)c(Cl)nc12,-2,100,-1,-1,87*,101,-2,-1,0,102,10
O=C(c1ccccc1)C1Oc2ccccc2C2CC(c3cccs3)=NN12 (stereo not drawn),-2,92,-4,-9,-37,91,0,-1,-2,85,14
Clc1ccccc1-c1nc2ccccc2c2nncn12,2,92,4,2,8,102,1,7,4,100,23
COC1(OC)N=C(N)C2(C#N)C(c3ccc(F)cc3)C12C#N (stereo not drawn),3,107,-1,1,-9,93,-1,2,-2,93,29
COc1cc(CN2CCC(C(=O)NC3CCCC3)CC2)ccc1O,1,101,0,-1,30,105,-3,-4,-2,100,42
CCCNC(=O)CSc1nc2ccccc2c(=O)n1CCC,-2,108,-3,-4,3,108,-3,-3,-5,107,22
Cn1nc(OCCOc2ccccc2)ccc1=O,-2,102,-2,0,-8,86,-2,-4,-3,93,49
Cc1cnc(NC(=O)CSC(=S)N2CCOCC2)s1,0,100,-2,-1,-47,109,0,-4,0,102,11
COc1ccc(S(=O)(=O)N(CC(=O)NCc2ccco2)c2ccccc2)cc1OC,0,108,-9,-10,-25,98,-1,-13,2,100,37
Cc1cc(Cl)c(S(=O)(=O)N2CCSCC2)cc1OCC(N)=O,-8,101,-12,-12,-7,98,-4,-21,-14,100,37
COC(=O)CCc1n[nH]c(=O)[nH]c1=O,0,95,-4,-6,-8,89,0,-6,-2,92,26
CC(=O)c1ccc(NC(=O)C(NC(=O)c2ccccc2)=C(C)C)cc1,-2,106,-3,-6,-11,106,0,-9,-5,108,58
N#C/C(=C/c1ccc(Br)o1)C(N)=O,-5,101,-5,-8,-8,101,-6,-4,-6,103,15
COc1ccc(S(=O)(=O)N2CCOCC2)cc1C(=O)Nc1cc(C)on1,1,100,-5,-7,-23,102,-1,-10,-8,102,34
COc1ccccc1N(Cc1ccccc1)S(=O)(=O)c1cccc(C(=O)O)c1,-4,103,-2,-4,-10,100,-4,-1,-9,99,15
CCN1CCN(CC(O)COC(c2ccccc2)c2ccccc2)CC1 (stereo not drawn),0,101,-3,-5,-16,97,0,0,-3,102,12
NC(=O)Cn1nnc(-c2ccc(C(F)(F)F)cc2)n1,0,103,-5,-5,-9,106,0,-10,-4,101,31
Cc1cc(C)n2c(Br)c(CSc3nc4ccccc4o3)nc2n1,0,96,1,11,5,95,3,6,0,92,23
CS(=O)(=O)c1sc2nc(-c3ccccc3)cc(-c3ccccc3)c2c1N,-2,106,-6,-8,-56,106,3,-6,6,103,39
CC(OC(=O)c1ccc2c(c1)C(=O)N(Cc1ccncc1)C2=O)C(=O)Nc1cccc(Cl)c1Cl (stereo not drawn),-6,105,-2,-3,64*,108,-2,0,-4,115,12
